# Screening data as filed in PubChem BioAssay.
# AmpC inh det: inhibitors of E. coli AmpC beta-lactamase with detergent | P00811 | purified AmpC, nitrocefin hydrolysis with detergent | Potency, µM (top dose mostly 28.7 µM), for inactives: at the top dose activity change, negative = inhibition | 0.09% of 71,000 active; active means well fitted curve in the direction sought with a large enough effect
# Target sequence (P00811 whole entry, looked up): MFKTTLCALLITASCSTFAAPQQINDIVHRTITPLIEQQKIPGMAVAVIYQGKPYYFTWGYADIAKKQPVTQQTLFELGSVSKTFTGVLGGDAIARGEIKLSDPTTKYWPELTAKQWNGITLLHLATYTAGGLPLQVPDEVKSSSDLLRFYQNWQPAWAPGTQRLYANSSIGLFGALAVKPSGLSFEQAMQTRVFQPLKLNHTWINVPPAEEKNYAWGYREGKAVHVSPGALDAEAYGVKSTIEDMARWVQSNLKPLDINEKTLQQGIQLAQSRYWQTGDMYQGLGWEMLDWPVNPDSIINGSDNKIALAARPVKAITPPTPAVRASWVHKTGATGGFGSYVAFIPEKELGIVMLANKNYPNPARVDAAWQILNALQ
#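 E. coli AmpC (5.3 nM) in 20 mM phosphate pH 7.0 with 0.01% Triton X-100, preincubated 15 min RT with compound; nitrocefin (2 uL of 800 uM stock) hydrolysis followed by 480 nm absorbance every 20 s over 4 min.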
# The depositor's hits bear a star; [ ] = another dose, or the depositor's remark. On the % scale 0 is the no-effect control and ±100 the full control effect; potency means the concentration at half of the fitted maximal effect.
Compound | AmpC inh det
COc1cccc(-c2nc(NCc3ccccc3OC)c3ccccc3n2)c1 | 10%
COc1ccc(C(C)C)cc1S(=O)(=O)N1CCN(C)CC1 | 11%
CCOc1cccc(C(=O)N2CCCCC2c2cccnc2)c1 (centres undefined) | 4%
CCC(C)(C(=O)NC1CCCC1)N(Cc1ccco1)C(=O)c1ccc2c(c1)OCO2 (centres undefined) | 1%
O=C(Cn1cc2c(n1)CCCC2)N1CCCc2ccccc21 | 12%
N#Cc1c(NC(=O)CN2CCOCC2)oc(-c2ccccc2)c1-c1ccccc1 | -4%
O=C(CCCSc1nc2ccccc2[nH]1)Nc1nnc(-c2ccccc2)o1 | 12%
CCc1ccc(C2N(c3ccc(OC)cc3)C(=O)C3CCCN32)cc1 (centres undefined) | 5%
COc1ccc(-c2cc(C(=O)N3CCc4ccccc4C3)no2)cc1OC | -3%
Nc1c(N2CCCC2)cc(Cl)c2nonc12 | -4%
O=C(CSc1nc2c(c(=O)n1-c1ccc(Cl)cc1)SCC2)NCC1CCCO1 (centres undefined) | -1%
COc1cccc(C(=O)CSc2nnc(-c3cc(OC)cc(OC)c3)o2)c1 | 2%

# (list continues)
Compound | AmpC inh det
Cc1cc(C)n(C(=O)CSc2nnc(SCC(=O)n3nc(C)cc3C)s2)n1 | 0%
CC(c1ccccc1)C1CC(=O)N(c2ccc(C(=O)O)cc2)C1=O (centres undefined) | -8%
Cc1ccc(-c2nc3cnccn3c2Nc2ccccc2)o1 | 12%
O=C(Cn1nnc(-c2ccc(CN3CCOCC3)cc2)n1)N1CCCc2ccccc21 | -1%
Cc1ccc(S(=O)(=O)NCCNC(=O)c2ccccc2)cc1 | -3%
O=C1c2ccccc2C(=O)N1CCn1c(=O)oc2ccccc21 | -5%
CCOC(=O)C1CCCN(C(=O)Nc2cccc(Cl)c2)C1 (centres undefined) | -3%
Cc1cc(C)nc(N(C#N)CCOc2ccccc2)n1 | -9%
CCOC(=O)CNC(=O)c1ccc2[nH]c3c(c2c1)CCCC3 | 5%
COc1ccc(C)cc1NC(=O)c1[nH]c(C)c(C(C)=O)c1C | -4%
Cc1cc(C(=O)OCc2nc3ccccc3s2)c(C)o1 | -2%
Cc1cc2oc(=O)cc(CN3CCN(Cc4ccccc4)CC3)c2cc1Cl | -4%

# Continued:
Compound | AmpC inh det
CCOCCn1c(CN2CCC(Cc3ccccc3)CC2)nc2c1c(=O)n(C)c(=O)n2C | -3%
O=c1cc(-c2ccccc2)oc2ccccc12 | 6%
O=C(CSc1nnc(Cc2ccccc2)o1)NCCc1ccccc1 | -5%
Cc1nnc(SCc2nnc(-c3ccccc3Br)o2)n1-c1ccccc1 | -4%
COc1ccc(-c2noc(CCC(=O)N(C)c3cccc(C)c3)n2)cc1 | -11%
Cc1cccc(OCCNC(=O)c2ncn[nH]2)c1 | 5%
Cc1ccc2cc(CN(CCN3CCOCC3)Cc3nnnn3Cc3ccco3)c(=O)[nH]c2c1C | -2%
CN(C)CC(C)(C)CN1c2ccccc2Sc2ccccc21 | -3%[5.75 µM]
CCn1cc(CNC(=O)C2C3CCC(C3)C2C(=O)O)cn1 (centres undefined) | 7%
Cc1ccc(C)c(-n2c(N)c(C(N)=O)sc2=S)c1 | 6%
CCCC(=O)NCCc1cc2c(C)ccc(C)c2[nH]c1=O | 10%
COC(=O)C(C)Sc1ccc2nnc(-c3cccc(F)c3)n2n1 (centres undefined) | 13%

# The listing continues.
Compound | AmpC inh det
c1ccc(-c2cnn3nnnc3n2)cc1 | -2%
Cc1cc(C)nc(N2CCC(C(=O)NCC3CCCCC3)CC2)n1 | 0%
CCn1c(Cc2ccccc2)nnc1SCC(=O)Nc1nc2ccccc2s1 | -6%
CCCc1noc(-c2ccc(-c3ccccc3)cc2)n1 | 6%
CCCCCC1=C2CNC(C)(C(=O)OC)C=C2C(C)C1=O (centres undefined) | 0%
COc1ccc(-n2c(C)cc(C(=O)CSc3nn4c(=O)c(C(C)(C)C)nnc4s3)c2C)cc1 | -3%
Cc1nc2cc(C(=O)N3CCC4(CC3)OCCO4)ccc2n1-c1cccc(F)c1 | -3%
O=S(=O)(Nc1ccc(N2CCOCC2)nn1)c1ccccc1 | -1%
CCOC(=O)CCCNC(=O)COc1ccccc1C#N | 3%
O=C(OCc1ccc2c(c1)OCO2)c1ccc(S(=O)(=O)N2CCCC2)cc1 | -4%
N#Cc1c(-c2ccccc2)cc(-c2ccco2)c(C#N)c1N | 12%
CCOC(=O)c1c(C)oc2c1c(C=NCC1CCCO1)c(O)c1ccccc12 (centres undefined) | -1%

# Continued.
Compound | AmpC inh det
CCCCOC(=O)C(C)Oc1ccc(=O)n(-c2ccccc2)n1 (centres undefined) | 14%
N#Cc1cccc(NC(=O)N2CC[C@@]3(CCCN(C(=O)Oc4ccccc4)C3)C2)c1 | -1%
Cc1ccc(-n2c(=O)cc(NCc3cccnc3)[nH]c2=O)cc1 | -7%
O=C(OCC(=O)c1ccc(S(=O)(=O)N2CCCC2)cc1)C1=COCCO1 | -3%
CN1CCN(C(=O)c2c(NC(=O)c3ccco3)sc3c2CCC(C(C)(C)C)C3)CC1 (centres undefined) | 17%
COC(=O)C1=C(C)NC(=O)CC1c1cccc(Cl)c1Cl (centres undefined) | 5%
CCC(C)NC(=O)c1cn(CC)c2ccc(S(=O)(=O)N(C)C)cc2c1=O (centres undefined) | 8%
Cc1cc(=O)[nH]c(SCC2(O)C3CC4CC(C3)CC2C4)n1 (centres undefined) | -1%
CCCCCn1c(NCc2ccco2)nc2ccccc21 | 1%
CN(Cc1cccs1)C(=O)CCc1ccc(S(=O)(=O)N2CCOCC2)cc1 | -1%
C/C(=N/O)[C@@H]1C[C@H](CC(=O)O)C1(C)C | -8%[5.75 µM]
COc1ccc2nc(CC(C)(C)CC(=O)O)c[n+]([O-])c2c1 | 14%

# Sorted by length of the SMILES (lowest first): some entries from above
Compound | AmpC inh det
C/C(=N/O)[C@@H]1C[C@H](CC(=O)O)C1(C)C | -8%[5.75 µM]
CCCCOC(=O)C(C)Oc1ccc(=O)n(-c2ccccc2)n1 (centres undefined) | 14%
Cc1ccc(-n2c(=O)cc(NCc3cccnc3)[nH]c2=O)cc1 | -7%
COc1ccc2nc(CC(C)(C)CC(=O)O)c[n+]([O-])c2c1 | 14%
CN1CCN(C(=O)c2c(NC(=O)c3ccco3)sc3c2CCC(C(C)(C)C)C3)CC1 (centres undefined) | 17%
N#Cc1cccc(NC(=O)N2CC[C@@]3(CCCN(C(=O)Oc4ccccc4)C3)C2)c1 | -1%

# Additional compounds follow:
Compound | AmpC inh det
CCN(CC)C(=O)CSc1nc2ccccc2c(=O)[nH]1 | -2%
Cc1c(C(=O)Nc2ccc3oc(-c4cccnc4)nc3c2)oc2ccccc12 | 7%
COc1ccc(Cl)cc1NC(=O)CSc1nc(N2CCCCC2)nc(N2CCCCC2)n1 | -2%
CN(C)c1ccc(-c2nc(N(C)C)c3ccccc3n2)cc1 | 7%
O=C(NCc1ccco1)c1cnccn1 | 6%
CC12CCC(C(=O)N3CCN(Cc4ccccc4)CC3)(OC1=O)C2(C)C (centres undefined) | -1%
Cn1cccc1Cc1nnc(SCC(=O)N2CCCCCC2)n1CCc1ccccc1 | 4%
NCCCCCCN | 8%
CCN(Cc1ccccc1)C(=O)CCCOc1ccccc1 | 19%
CCCCCSc1nnc2c(n1)OC(c1cccn1C)N(C(C)=O)c1ccccc1-2 (centres undefined) | -2%
O=c1c(-c2ccc(F)cc2)nc2cnc(Oc3ccccc3)nc2n1Cc1cccs1 | -1%
Cc1ccc(-n2c(SCC(=O)NCc3ccco3)nc3sc(C)c(C)c3c2=O)cc1 | -1%

# Next results.
Compound | AmpC inh det
Nc1nnc(SCCOc2ccccc2)s1 | 0%
CCN(CCCCN1C(=O)c2ccccc2C1=O)c1ccc2c(c1)C(=O)N(C)C2=O | -3%
CS(=O)(=O)N(CC(=O)N1CCN(c2ccccc2F)CC1)c1cc(C(F)(F)F)ccc1Cl | 0%
CC1(CC(=O)O)SC(=O)NC1=O (centres undefined) | 6%
Cc1ccc2c(c1)-c1cc(C)nn1C(c1sccc1C)N2 (centres undefined) | -5%
CCCC(=O)N1CCN(C2=NS(=O)(=O)c3ccccc32)CC1 | 6%
O=C(COC(=O)CN1C(=O)c2ccccc2C1=O)Nc1ncc(Cl)cc1Cl | -1%
CC(C)(C)NC(=O)C(c1ccco1)N(C(=O)c1csnn1)c1ccccc1 (centres undefined) | 1%
COc1ccc(Br)cc1C1NC(=O)c2c(sc3c2CCN(C)C3)N1 (centres undefined) | -4%
COc1ccc(-c2nc(C#N)c(NCc3ccc(F)cc3)o2)cc1OC | -5%
C=CCN1C(=O)C(O)(CC(=O)c2ccccc2)c2ccccc21 (centres undefined) | -2%
CCOC(=O)c1cccc(NC(=O)C2CCCN2S(=O)(=O)c2cccc3cccnc23)c1 (centres undefined) | 12%

# Reformatted as labelled records: part of the list above.
O=C(COC(=O)CN1C(=O)c2ccccc2C1=O)Nc1ncc(Cl)cc1Cl
- AmpC inh det = -1%
CCOC(=O)c1cccc(NC(=O)C2CCCN2S(=O)(=O)c2cccc3cccnc23)c1 (centres undefined)
- AmpC inh det = 12%

# New compounds follow
Compound | AmpC inh det
O=S(=O)(c1ccc(Cl)cc1)N1CCSC1c1ccco1 (centres undefined) | -6%
Cc1ccccc1NC(=O)C1CCCN(S(=O)(=O)c2cccc3cccnc23)C1 (centres undefined) | 9%
COc1ccccc1-n1c(-c2cccnc2)n[nH]c1=S | 13%
Cc1nn(-c2ccccc2)c(C)c1NS(=O)(=O)c1ccccc1 | 0%
COCCCn1c(SCC(=O)Nc2ccc(C(=O)OC)cc2)nc2ccccc2c1=O | 0%
COC(=O)c1c(NC(=O)C2CCC2)sc(C(=O)N(C)C)c1C | -4%
CCOc1ccc(C(=O)NC2CCN(S(=O)(=O)CC)CC2)cc1 | 8%
COCCN(CCOC)c1nc(C)nc2c1nc(-c1ccccc1)n2CCN1CCOCC1 | 1%
Cc1ccc(OCCNS(=O)(=O)c2cccs2)cc1 | 0%
COc1ccc(CC(=O)Nc2ccc(-c3nnc(-c4ccc(C)cc4)o3)cc2)cc1 | -1%
COc1ccc(C(=O)Nc2cccc(C)c2)cc1S(=O)(=O)N1CCOCC1 | -2%
c1ccc(Cn2nnnc2CN2CCCC2)cc1 | 22%

# (list continues)
Compound | AmpC inh det
C=CC(=C)CCC=C(C)C | 11%
CCOc1cc(NC(=O)c2ccco2)c(OCC)cc1NC(=O)c1cc(OC)c(OC)c(OC)c1 | -3%
Nc1ccccc1OCCOCCOc1ccccc1N | -1%
CC(Oc1ccccc1F)C(=O)NCCN1CCCCC1 (centres undefined) | 12%
CCOC(=O)C1Cn2c(nc3c(c2=O)C(C)(C)Cc2ccccc2-3)S1 (centres undefined) | 10%
N=c1c2c3c(sc2ncn1CCCN1CCOCC1)CCCCC3 | -1%
CCOC(=O)C(CC)n1cnc2c(nnn2-c2ccc(OC)cc2)c1=O (centres undefined) | -4%
O=C(O)CSc1ncccc1[N+](=O)[O-] | -7%[5.75 µM]
O=C(c1ccc2ccccc2c1)N1CCN(c2ccc(O)cc2)CC1 | 12%
COc1cc(Br)c(S(=O)(=O)Nc2c(C)n(C)n(-c3ccccc3)c2=O)cc1OC | -1%
COCC(=O)N1CCC2(CC1)CCN(C(=O)Nc1ccc(OC)cc1)CC2 | 2%
CCOC(=O)C1=C(C)OC(N)=C(C#N)C1c1ccc(OC)c(C)c1OC (centres undefined) | 7%

# Carrying on:
Compound | AmpC inh det
CCOC(=O)Cc1nnc(NC(=O)c2ccco2)s1 | 5%
N#Cc1cccc(NC(=O)N2CC3(CCN(C(=O)Oc4ccccc4)CC3)C2)c1 | -4%
COC(=O)C1(Cc2ccccc2)C=C2C(=C(C)C(=O)C2C)CN1 (centres undefined) | 17%
CN(C)CCCN1C(=O)CSC1c1ccccc1 (centres undefined) | 11%
Cc1cnn(-c2cc(Oc3ccccc3)ncn2)c1 | -2%
O=C(O)C(C(=O)O)P(=S)(S)c1ccccc1 (centres undefined) | -2%[5.75 µM]
O=C(c1ccco1)N1CCN(CC(=O)N(C2CCCCC2)C2CCS(=O)(=O)C2)CC1 (centres undefined) | -1%
O=C(CN1CCN(c2ncccn2)CC1)N1CCN(C(c2ccccc2)c2ccccc2)CC1 | 2%
COCCn1c(=O)c(-c2ccccc2)nc2cnc(Nc3ccccc3)nc21 | -1%
CCCNC(=O)c1ccccc1NS(=O)(=O)c1ccc2c(c1)OCCO2 | 1%
CCN(Cc1cc2ccccc2[nH]c1=O)C(=O)c1cccnc1 | -4%
CCCC(=O)Nc1cc(-c2nn(C)c(=O)c3ccccc23)ccc1N1CCCCC1 | -8%

# Another view of some results above:
molecule: COCCn1c(=O)c(-c2ccccc2)nc2cnc(Nc3ccccc3)nc21
  AmpC inh det: -1%
molecule: CCCNC(=O)c1ccccc1NS(=O)(=O)c1ccc2c(c1)OCCO2
  AmpC inh det: 1%

# Following part:
Compound | AmpC inh det
c1ccc(CC2CCN(c3nc4ccccc4n4nnnc34)CC2)cc1 | 12%
Cc1cc(C)nc(NC2=NCC(=O)N2c2cc(Cl)cc(Cl)c2)n1 | -3%
Cc1ccc2c(c1)CC1(CN2C)C(=O)NC(=O)N(c2ccccc2C)C1=O (centres undefined) | 14%
CN1CCc2c(sc3c2c(=O)n(-c2ccccc2)c2nncn32)C1 | 14%
COc1nc(Nc2cccc(C)c2)nc(N2CCCCC2)n1 | -4%
CCn1cc(Br)c(C(=O)NC(C)c2ccccc2)n1 (centres undefined) | -2%
CN1CCN(c2ccncc2S(=O)(=O)N2CCN(C)CC2)CC1 | -3%[5.75 µM]
Cc1c(O)ccc2c3c(c(=O)oc12)CCCC3 | -8%
O=C(COc1ccc(S(=O)(=O)N2CCCC2)cc1Cl)NCc1ccc2c(c1)OCO2 | -8%
O=C(O)c1cccc(S(=O)(=O)Nc2ccccc2Cl)c1 | -4%
COc1ccc(Cn2c(=O)n(Cc3ccco3)c(=N)c3c4c(sc32)COC(C)(C)C4)cc1 | -1%

# Some of the compounds tested, so the mix of outcomes need not match the whole.
